Compound activity as filed in PubChem.
TRPC4 act – activators of mouse TRPC4 channel; AID 2237; 310,000 compounds, 0.49% hits; Q9QUQ5; B-score at 10 µM; HEK293 TRPC4beta/mu-opioid, Fluo4 calcium fluorescence; stronger effect = higher value;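 active means B-score above 5 SD of library B-scores, and initial fluorescence ratio not above library mean plus 5 SD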;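 further: positive B-score marks a calcium rise read as TRPC4 activation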
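Assay system: HEK293 stable line with TRPC4beta plus mu-opioid receptor; schedule: 45 min room-temperature Fluo4 loading, 110 s read; technique: kinetic Fluo4 calcium fluorescence; evaluation: integrated baseline-normalised fluorescence ratio, converted to per-well B score; controls: buffer (low) and maximal DAMGO (high)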
MrgX1 PAM – allosterically activates human MrgX1 receptor signaling | 310,000 compounds, 0.63% hits | MrgX1-HEK293, Fluo-4 calcium flux, FDSS; stronger effect = higher value | Q96LB2 | B-score at 10 µM;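 active means plate-corrected calcium response at least 3 library SD above typical, normal starting fluorescence, not activating the receptor alone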;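 further: compound read alongside a low EC10 to EC30 dose of BAM8-22 agonist; peak minus trough fluorescence over baseline measured at the second addition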
TRPC6 act – mouse TRPC6 channel activation. 310,000 compounds, 0.13% hits. B-score at 10 µM. HEK293-TRPC6 membrane potential dye fluorescence; stronger effect = higher value;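 active means B-score of the integrated fluorescence ratio above library mean plus 3 SD, and starting fluorescence ratio within library mean plus 5 SD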;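 further: higher score means more depolarization so channel activation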
Target sequence (Q61143 whole entry, looked up): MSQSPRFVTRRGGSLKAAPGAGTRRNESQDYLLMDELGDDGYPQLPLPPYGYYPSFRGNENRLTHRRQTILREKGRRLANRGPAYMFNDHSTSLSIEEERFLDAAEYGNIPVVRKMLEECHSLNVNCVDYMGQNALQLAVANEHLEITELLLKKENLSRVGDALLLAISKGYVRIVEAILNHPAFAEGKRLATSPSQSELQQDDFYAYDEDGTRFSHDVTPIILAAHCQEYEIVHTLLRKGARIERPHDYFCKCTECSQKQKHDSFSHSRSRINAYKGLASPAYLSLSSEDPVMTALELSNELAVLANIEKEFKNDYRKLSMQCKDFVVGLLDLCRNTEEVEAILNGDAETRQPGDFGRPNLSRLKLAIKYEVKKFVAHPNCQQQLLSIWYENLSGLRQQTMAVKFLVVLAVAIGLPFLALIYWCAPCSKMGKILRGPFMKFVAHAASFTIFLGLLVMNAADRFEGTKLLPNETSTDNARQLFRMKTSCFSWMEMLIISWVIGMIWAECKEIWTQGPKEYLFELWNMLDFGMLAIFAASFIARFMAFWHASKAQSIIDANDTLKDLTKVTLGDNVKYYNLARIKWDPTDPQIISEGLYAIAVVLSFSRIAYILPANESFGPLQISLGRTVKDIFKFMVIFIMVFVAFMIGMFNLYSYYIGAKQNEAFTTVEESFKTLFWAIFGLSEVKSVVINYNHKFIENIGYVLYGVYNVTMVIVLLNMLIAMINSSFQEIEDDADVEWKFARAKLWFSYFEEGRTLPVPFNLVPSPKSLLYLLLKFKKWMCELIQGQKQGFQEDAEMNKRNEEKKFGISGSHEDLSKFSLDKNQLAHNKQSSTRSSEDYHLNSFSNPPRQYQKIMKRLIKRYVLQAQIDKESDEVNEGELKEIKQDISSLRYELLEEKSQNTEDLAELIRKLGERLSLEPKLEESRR
MrgX1 antagonist – blocks BAM8-22 activation of human MrgX1 receptor; AID 588676; MRGX1-HEK293 calcium flux, Fluo-4, BAM8-22 antagonism; stronger effect = lower value; Q96LB2; B-score at 10 µM; 310,000 compounds, 1.3% hits;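 active means calcium-response B-score plate-corrected more than 3 library SD below zero, starting fluorescence within 5 deviations, no agonist response on first addition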;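 further: peak minus trough fluorescence over baseline after final BAM8-22 challenge near maximal dose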
TRPC6 inhibitor – inhibitors of mouse TRPC6 channel; Q61143; HEK293-TRPC6, membrane potential dye, ACh-evoked depolarization; stronger effect = lower value; B-score at 10 µM; 310,000 compounds, 1.1% hits;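 active means B-score under library mean minus 3 SD, initial fluorescence not abnormally high, positive integrated signal ratio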;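 further: B-score derived from integrated fluorescence ratio over the kinetic read; more negative B-score means stronger inhibition of depolarization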
PolyA inh – blocks polyadenylation in yeast reporter cells; S. cerevisiae SKY197-pL101 polyadenylation reporter, beta-gal luminescence; efflux-impaired pdr1/pdr3 knockout yeast; score 100 = 6 SD above DMSO; calls only at 12 µM; 300,000 compounds, 0.02% hits; AID 1875;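 active means lowest replicate activity score at least 50, where 100 means six control SD above control mean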;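 further: yeast exposed to compound for 9 h at 30 °C; higher score means more reporter readthrough which indicates perturbed polyadenylation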
MrgX1 agonist – agonists of human MrgX1 receptor | MrgX1-HEK293 cells, Fluo-4 calcium fluorescence, agonist mode; stronger effect = higher value | 310,000 compounds, 0.44% hits | Q96LB2 | B-score at 10 µM;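 active means calcium response B-score plate-corrected fluorescence ratio at least 3 library SD, with starting fluorescence B-score inside 5 SD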
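Assay system: stable human MrgX1 HEK293 cell line. Quantity: 15,000 cells per well. Schedule: cells plated overnight, dye loaded 0.5 h 37 °C, 0.5 h room temperature. Detection: Fluo-4 NW calcium-flux fluorescence, kinetic read. Read-out basis: peak-minus-minimum fluorescence over baseline, converted to B scores. Control set: positive and negative control wells on each plate.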
AI-2 QS modul – modulates the Vibrio harveyi AI-2 quorum sensing system. activity change, % at 7.5 µM. 300,000 compounds, 0.4% hits. Vibrio harveyi JMH597 AI-2 luminescence/OD600 ratio, 9 h; stronger effect = lower value; strain lacks LuxN and CqsS sensors; 0 = neutral-control median; in the data active means activity change below about -75%, passing the limit was not always enough;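 further: luminescence divided by OD600 gain over 9 h not by final OD600 alone; inactives centre near 13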
TRPC4 PAM – TRPC4 (mouse) allosteric potentiation | B-score at 10 µM | Q9QUQ5 | HEK293 TRPC4beta/mu-opioid, DAMGO EC20, Fluo-4 Ca2+ flux; stronger effect = higher value | 310,000 compounds, 0.42% hits;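 active means B-score of calcium response area above 5 SD of library B-scores, with initial fluorescence ratio within 5 SD of library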;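 further: B-score of integrated fluorescence ratio over time as area under calcium response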
TRPC4 inh – inhibitors of mouse TRPC4 channel | Q9QUQ5 | HEK293 TRPC4beta/mu-opioid, DAMGO-evoked Fluo4 calcium flux; stronger effect = lower value | B-score at 10 µM | 300,000 compounds, 0.39% hits | AID 2247;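 active means B-score over 3 SD under the library average, no early fluorescence shift, positive overall ratio signal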
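Assay system – HEK293 line stably carrying TRPC4beta and mu-opioid receptor · Doses – single dose · Detection – Fluo4 calcium-dye fluorescence, kinetic read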
HIF act – HIF pathway transcriptional activation; U2OS HRE-luciferase reporter, luminescence; normalized: DMSO 0%, desferrioxamine 100%; activation, % at 7.5 µM (by protocol); 300,000 compounds, 0.32% hits; AID 1910;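 active means mean activation of at least 10% of the iron chelator positive control signal, with at least half of replicates also reaching 10%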
Numbers without * were called inactive; i = inactive; . = not tested or not shown. The list is partial; the hit share may differ from the screen's.

SMILES | TRPC4 act | MrgX1 PAM | TRPC6 act | MrgX1 antagonist | TRPC6 inhibitor | PolyA inh | MrgX1 agonist | AI-2 QS modul | TRPC4 PAM | TRPC4 inh | HIF act
Cc1ccc(C(C)C)cc1OCC(=O)NNC(=O)Nc1ccccc1 | i | i | i | i | i | i | i | 3 | i | i | 1.4
COc1ccc(CC(=O)NCC(C)(C)N2CCOCC2)cc1 | i | i | i | i | i | i | i | -3 | i | i | 0.0
Fc1ccc2c(Cl)c(-c3nnc(-c4cccs4)o3)sc2c1 | i | i | i | i | i | i | i | 0 | i | i | 3.6
CCOc1cc(C2C(C(=O)c3ccco3)=C(O)C(=O)N2CCc2ccccc2)ccc1O (configuration not stated) | i | i | i | i | i | i | i | 31 | i | i | -1.7
Fc1ccccc1NC(=S)NCc1ccccc1 | i | i | i | i | i | i | i | -3 | i | i | -0.9
Cn1c(CNC(=O)c2ccco2)nnc1SCC(=O)Nc1ccc(Br)cc1F | i | i | i | i | i | i | i | 21 | i | i | -0.1
Cc1ccc(S(=O)(=O)CCN2CCN(c3ccccc3)CC2)cc1 | i | i | i | i | i | i | i | 8 | i | i | -0.2
CCOC(=O)c1ccc2c(c1)nc(-c1ccc(F)cc1)c1nccn12 | i | i | i | i | i | i | i | 7 | i | i | -0.5
S=C1NCCOCCOCCOCCOCCNC(=S)N2CCOCCOCCN1CCOCC2 | i | i | i | i | i | i | i | 20 | i | i | -0.6
COc1ccc(CC2(CO)CCN(Cc3nc(C(C)C)cs3)CC2)cc1 | i | i | i | i | i | i | i | 22 | i | i | 0.2
Cc1cc(C)c(C#N)c(SCCS(=O)(=O)c2ccc(C(C)(C)C)cc2)n1 | i | i | i | i | i | i | i | 36 | i | i | 0.2
O=C1N=C(N2CCCCC2)S/C1=C\c1cn[nH]c1-c1ccccc1 | i | i | i | i | i | i | i | 41 | i | i | 2.5
Cn1nc(C(=O)Nc2cccc(S(N)(=O)=O)c2)c2ccccc2c1=O | i | i | i | i | i | i | i | 10 | i | i | 0.1
CC(C)NC(=O)c1ccc2c(c1)N(CC(=O)N1CCOCC1)C(=O)C(C)(C)O2 | i | i | i | i | i | i | i | 10 | i | i | -0.1
CCN(CC)CCn1c(=S)[nH]c2cc(Cl)ccc2c1=O | i | i | i | i | i | i | i | 33 | i | i | 0.1
CC(=O)c1ccc(NC(=O)C2CCCN(S(=O)(=O)c3cccc4nonc34)C2)cc1 (configuration not stated) | i | i | i | i | i | i | i | . | i | i | -1.0
CCC(=O)NC1OC(CO)C(O)C(O)C1O (configuration not stated) | i | i | i | i | i | i | i | 13 | i | i | -0.1
COc1cc(NC(=O)C2CC(c3ccccc3O)=NO2)c(OC)cc1Cl (configuration not stated) | i | i | i | i | i | i | i | 11 | i | i | -1.0
CCOC(=O)CC(C(=O)OCC)P(=O)(c1ccccc1)c1ccccc1 (configuration not stated) | i | i | i | i | i | i | i | 4 | i | i | -0.5
Cc1nc(N)nc(COc2ccccc2)n1 | i | i | i | i | i | i | i | 15 | i | i | 2.8
COc1ccccc1C1NC(=O)NC(C)=C1C(=O)OC1CCC(C)CC1 (configuration not stated) | i | i | i | i | i | i | i | 16 | i | i | -3.3
CCOC(=O)C1=C(COC(=O)/C=C/c2cc(Br)ccc2F)NC(=O)NC1C (configuration not stated) | i | i | i | i | i | i | i | -46 | i | i | 0.2
COC(=O)c1cc(C)sc1NC(=O)C1CC(=O)NN1Cc1ccccc1 (configuration not stated) | i | i | i | i | i | i | i | -2 | i | i | -0.1
Cc1ccc(S(=O)(=O)NNC(=S)NCC2CCCO2)cc1 (configuration not stated) | i | i | i | i | i | i | i | 4 | i | i | -0.1
CSc1oc(-c2ccco2)nc1S(=O)(=O)c1ccccc1 | i | i | i | i | i | i | i | 18 | i | i | -0.1
Cc1ccc(Cl)cc1N1CCN(C(=O)Cn2ncn3cccc3c2=O)CC1 | i | i | i | i | i | i | i | 21 | i | i | -0.2
Cc1ccc(S(=O)(=O)Nc2ccc(N(C)C)cc2)cc1 | i | i | i | i | i | i | i | 24 | i | i | 0.0
O=C(CSC1CN(C(c2ccccc2)c2ccccc2)C1)N/N=C/c1ccc(Cl)cc1Cl | i | i | i | i | i | i | i | 26 | i | i | -0.3
Cc1ccc(S(=O)(=O)CC(=O)Nc2cc(C)on2)cc1 | i | i | i | i | i | i | i | 11 | i | i | -0.9
Fc1cccc(-c2cc3nc(-c4ccccc4)cc(N4CCC5(CC4)OCCO5)n3n2)c1 | i | i | i | i | i | i | i | 10 | i | i | -0.2
Clc1ccc(-c2cc(COc3ccccc3)no2)cc1Cl | i | i | i | i | i | i | i | 11 | i | i | 0.6
O=S(=O)(c1ccc(F)c(F)c1)N1CCN(c2ncccn2)CC1 | i | i | i | i | i | i | i | -2 | i | i | -0.2
CCn1cc(C(=O)NCCCN2CCCC(C)C2)c(=O)c2cc(S(=O)(=O)N3CCc4ccccc4C3)ccc21 (configuration not stated) | i | i | i | i | i | i | i | -11 | i | i | -1.2
O=C(NNC1CC(=O)N(c2ccccc2)C1=O)c1ccc(COc2ccccc2Cl)o1 (configuration not stated) | i | i | i | i | i | i | i | 29 | i | i | 0.2
Cc1c(Br)c(C(F)(F)F)nn1CC(=O)NCCN1CCOCC1 | i | i | i | i | i | i | i | 27 | i | i | -0.4
O=C(O)C1CCCN(S(=O)(=O)c2ccc(Cl)s2)C1 (configuration not stated) | i | i | i | i | i | i | i | -3 | i | i | .
COc1ccc(C2c3ccc(O)cc3Oc3ncn4nc(-c5ccccn5)nc4c32)cc1 (configuration not stated) | i | i | i | i | i | i | i | 27 | i | i | -0.9
CC1Sc2ccc(S(=O)(=O)CCC(=O)NCc3ccc(Cl)cc3)cc2NC1=O (configuration not stated) | i | i | i | i | i | i | i | 41 | i | i | 0.3
Cc1ccc(C(=O)c2cc(C)sc2NC(=O)CN2CCN(C(=O)c3ccco3)CC2)cc1 | i | i | i | i | i | i | i | 15 | i | i | -0.2
COc1cc(C(=O)OCC(=O)NCC2CCCCC2)ccc1OCC(C)C | i | i | i | i | i | i | i | 2 | i | i | -0.2

Whole records as entered above. Values in the order: TRPC4 act	MrgX1 PAM	TRPC6 act	MrgX1 antagonist	TRPC6 inhibitor	PolyA inh	MrgX1 agonist	AI-2 QS modul	TRPC4 PAM	TRPC4 inh	HIF act
CCn1cc(C(=O)NCCCN2CCCC(C)C2)c(=O)c2cc(S(=O)(=O)N3CCc4ccccc4C3)ccc21 (configuration not stated) is listed with i	i	i	i	i	i	i	-11	i	i	-1.2
COc1ccc(C2c3ccc(O)cc3Oc3ncn4nc(-c5ccccn5)nc4c32)cc1 (configuration not stated) is listed with i	i	i	i	i	i	i	27	i	i	-0.9
Clc1ccc(-c2cc(COc3ccccc3)no2)cc1Cl is listed with i	i	i	i	i	i	i	11	i	i	0.6
Fc1cccc(-c2cc3nc(-c4ccccc4)cc(N4CCC5(CC4)OCCO5)n3n2)c1 is listed with i	i	i	i	i	i	i	10	i	i	-0.2

Later entries.
SMILES | TRPC4 act | MrgX1 PAM | TRPC6 act | MrgX1 antagonist | TRPC6 inhibitor | PolyA inh | MrgX1 agonist | AI-2 QS modul | TRPC4 PAM | TRPC4 inh | HIF act
COc1ccccc1CN1CC(C(=O)NCc2cccc(Cl)c2)CCC1=O (configuration not stated) | i | i | i | i | i | i | i | 8 | i | i | 0.3
CC(=O)c1ccc(NC(=O)CN2CCOCC2)cc1 | i | i | i | i | i | i | i | -1 | i | i | -0.1
CC(C)Cn1cnc2c(c(-c3ccccc3)c(-c3ccccc3)n2Cc2ccco2)c1=N | i | i | i | i | -5* | i | i | 24 | i | i | 0.9
CC(C)Nc1ccc(Nc2ccnc3cc4ccccc4cc23)cc1 | i | i | i | i | -6.2* | i | i | 51 | i | i | -3.9
CN(C)C(CNC(=O)c1ccc(S(=O)(=O)Nc2ccccc2F)cc1)c1ccccc1 (configuration not stated) | i | i | i | i | i | i | i | 9 | i | i | 0.2
CCOC(=O)C1(CC2CC2)CCN(C(=O)c2cccnc2C)CC1 | i | i | i | i | i | i | i | 0 | i | i | 1.9
CCCCn1c(N)c(N(CC(C)C)C(=O)CN2C(=O)C3CCCCC3C2=O)c(=O)[nH]c1=O (configuration not stated) | i | i | i | i | i | i | i | 28 | i | i | 0.0
CCCOc1ccc(Cn2c(C)nc([N+](=O)[O-])c2SCC(O)COC)cc1[N+](=O)[O-] (configuration not stated) | i | i | i | i | i | i | i | 3 | i | i | 0.0
CCCN1CCc2c(sc(NC(=O)CCS(=O)(=O)c3ccccc3)c2C(N)=O)C1 | i | i | i | i | i | i | i | 12 | i | i | -0.5
CCOc1ccc(/C=C/C(=O)NCCc2ccc(OC)c(OC)c2)cc1 | i | i | i | i | i | i | i | 11 | i | i | -0.4
COc1ccc2c(c1)c(C(=O)CN1CCN(Cc3ccccc3)CC1)c(C)n2C | i | i | i | i | -5.3* | i | i | 12 | i | i | 0.1
CC(C)OC(=O)NCCOC(=O)Nc1ccccc1Cl | i | i | i | i | i | i | i | 3 | i | i | -0.2
CCCCN(C)CCNC(=O)c1cc2cc3ccc(OC)cc3nc2o1 | i | i | i | i | i | i | i | 8 | 12* | i | 0.9
COc1cccc(CN(C)C(=O)c2ccc(OCC(=O)Nc3cccc(C(F)(F)F)c3)c(OC)c2)c1 | i | i | i | i | i | i | i | 28 | i | i | 0.7
CCOc1ccc(NC(=O)Cn2cc(C(=O)C3CC3)c3ccccc32)cc1 | i | i | i | i | i | i | i | 24 | i | i | -0.4
CCCCOc1ccc(C2(C(=O)O)CCCC2)cc1 | i | i | i | i | i | . | i | 29 | i | i | .
Cc1cccc(NC(=O)CSc2nnc(NC(=O)C3CCC3)s2)c1 | i | i | i | i | i | i | i | 13 | i | i | -0.1
O=C(N/N=C/c1ccccc1)c1ccc(-c2ccccc2)cc1 | i | i | i | i | i | i | i | 23 | i | i | 1.4
COc1ccc(/C=C/c2nc3sc4c(c3c(=O)o2)CCC4)cc1 | i | i | i | i | i | i | i | 9 | i | . | 0.6
